pPAFAH inh: inhibitors of human plasma PAF acetylhydrolase (pPAFAH). Q13093. recombinant pPAFAH, FP-rhodamine probe fluorescence polarization. inhibition, % at 3.39 µM. actives 1.5% (n = 330,000);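 active = inhibition above the mean inhibition across the screen plus 3 SD, cut at about 25% in these data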;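 note: inhibitors block binding of the rhodamine activity-based probe so polarization drops; 0% = enzyme with DMSO and 100% = wells lacking pPAFAH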
PAFAH1B3 inh: PAFAH1B3 (human) inhibition; Q15102; recombinant PAFAH1B3, FP-rhodamine probe, fluorescence polarization; inhibition, % at 3.39 µM; actives 0.28% (n = 340,000);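 active = inhibition above the screen-wide average of all tested compounds plus 3 SD, cut at about 25% in these data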;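 note: 0% = enzyme with DMSO only and 100% = wells lacking PAFAH1B3 protein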
GSTO1 inh: GSTO1 inhibition, counter-screen for RBBP9 inhibitors; recombinant GSTO1, activity-based probe fluorescence polarization; inhibition, % at 5.96 µM; P78417; AID 1974; actives 1.1% (n = 300,000);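 active = inhibition above the campaign mean inhibition plus 3 SD, cut at about 35% in these data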;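 note: 0% = GSTO1-1 with DMSO and 100% = wells lacking GSTO1-1 enzyme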
Target sequence (P78417 whole entry, looked up): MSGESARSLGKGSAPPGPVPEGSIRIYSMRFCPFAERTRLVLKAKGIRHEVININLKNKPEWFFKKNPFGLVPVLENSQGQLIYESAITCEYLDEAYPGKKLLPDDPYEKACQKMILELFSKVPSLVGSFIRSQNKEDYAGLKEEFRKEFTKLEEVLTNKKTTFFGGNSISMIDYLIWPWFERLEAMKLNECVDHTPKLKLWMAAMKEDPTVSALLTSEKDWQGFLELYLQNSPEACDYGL
PAD4 FP inh: inhibitors of human PAD4 | recombinant PAD4, RCA probe fluorescence polarization | inhibition, % at 6.36 µM | actives 0.41% (n = 330,000) | AID 485272;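 active = percent inhibition above a cutoff equal to the mean of all tested compounds plus 3 SD, cut at about 15% in these data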;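 note: 0% = PAD4 with RCA probe and DMSO and 100% = probe without PAD4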
PAFAH2 FP inh: inhibitors of human PAFAH2. Q99487. recombinant PAFAH2, FP-rhodamine activity probe, fluorescence polarization. inhibition, % at 3.39 µM. actives 0.99% (n = 340,000);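 active = inhibition above the mean over all tested compounds plus 3 SD, cut at about 30% in these data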;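 note: inhibitors block probe labeling of enzyme so polarization drops; 0% = enzyme with DMSO and 100% = wells lacking PAFAH2 protein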
PME-1 primary: blocks human protein phosphatase methylesterase 1. inhibition, % at 5.9 µM. AID 2130. recombinant PME-1, FP-Rh probe fluorescence polarization. actives 0.53% (n = 320,000);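 active = inhibition above the campaign mean of all compounds plus 3 SD, cut at about 26% in these data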;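 note: competitive labeling of PME-1 active site by serine hydrolase directed probe; 0% = PME-1 with DMSO and 100% = wells lacking PME-1 enzyme; inhibitors block probe labeling so polarization falls and inhibition rises; many of its hits are not listed in these tables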
Target sequence (Q9Y570 whole entry, looked up): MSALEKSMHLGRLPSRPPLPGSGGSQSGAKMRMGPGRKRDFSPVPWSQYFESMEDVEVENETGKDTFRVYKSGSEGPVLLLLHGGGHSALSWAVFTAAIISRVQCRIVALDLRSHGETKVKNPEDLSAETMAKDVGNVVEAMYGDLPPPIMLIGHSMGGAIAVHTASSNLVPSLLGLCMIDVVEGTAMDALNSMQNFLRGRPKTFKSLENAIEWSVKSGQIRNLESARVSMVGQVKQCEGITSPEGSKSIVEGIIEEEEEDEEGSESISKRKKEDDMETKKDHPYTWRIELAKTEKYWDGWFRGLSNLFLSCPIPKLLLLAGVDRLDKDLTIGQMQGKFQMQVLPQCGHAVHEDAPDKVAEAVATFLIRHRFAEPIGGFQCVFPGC
PAFAH1B2 FP inh: inhibitors of human PAFAH1B2. P68402. recombinant PAFAH1B2, FP-rhodamine activity probe, fluorescence polarization. inhibition, % at 3.39 µM. actives 1.2% (n = 340,000). AID 492953;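 active = inhibition above the mean of all tested compounds plus 3 SD, cut at about 24% in these data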;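 note: 0% = enzyme with DMSO and 100% = wells lacking PAFAH1B2; many of its hits are not listed in these tables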
Target sequence (P68402 whole entry, looked up): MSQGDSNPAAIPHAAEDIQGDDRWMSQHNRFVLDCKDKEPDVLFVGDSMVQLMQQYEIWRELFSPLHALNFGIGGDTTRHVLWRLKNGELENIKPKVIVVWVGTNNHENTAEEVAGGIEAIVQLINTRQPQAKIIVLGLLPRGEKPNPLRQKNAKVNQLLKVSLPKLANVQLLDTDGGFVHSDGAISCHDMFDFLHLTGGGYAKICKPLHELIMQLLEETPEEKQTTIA
LYPLA1 counter: LYPLA1 (human) inhibition in PME1 counter-screen | O75608 | recombinant LYPLA1, FP-Rh probe fluorescence polarization | inhibition, % at 5.9 µM | actives 0.16% (n = 320,000) | AID 2174;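 active = inhibition above the mean of all tested compounds plus 3 SD, set per campaign, cut at about 14% in these data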;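 note: inhibitors block serine hydrolase probe labeling of LYPLA1 so polarization falls; 0% = enzyme with DMSO and 100% = wells lacking LYPLA1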
Fam108B inh: blocks mouse Fam108B hydrolase in RBBP9 counter-screen. recombinant Fam108B, FP-Rh probe fluorescence polarization. inhibition, % at 9.51 µM. actives 0.33% (n = 300,000);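 active = inhibition above the screen mean inhibition plus 3 SD, computed separately per campaign, cut at about 18% in these data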;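 note: inhibitors lower polarization as less probe binds the enzyme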
* hit, by the source's call.

For CCC(C)NC(=O)C1c2ccccc2C(=O)N(c2ccc(OC)cc2)C1c1ccc(OC)cc1 (centres undefined) the results were pPAFAH inh 7, PAFAH1B3 inh 2, GSTO1 inh -1, PAD4 FP inh -1, PAFAH2 FP inh -2, PME-1 primary -3, PAFAH1B2 FP inh 2, LYPLA1 counter 4 and Fam108B inh -2.
Screening C/C=C(\C)CN1CCC(n2nccc2NC(=O)CCc2ccccc2)CC1 returned pPAFAH inh 5, PAFAH1B3 inh 2, GSTO1 inh 6, PAD4 FP inh 4, PAFAH2 FP inh 1, PME-1 primary 1, PAFAH1B2 FP inh 4, LYPLA1 counter 2 and Fam108B inh -5.
`O=C(Nc1ccc(C(=O)O)cc1)Nc1cccc([N+](=O)[O-])c1` gave pPAFAH inh -2, PAFAH1B3 inh 6, GSTO1 inh -11, PAD4 FP inh -1, PAFAH2 FP inh 0, PME-1 primary -4, PAFAH1B2 FP inh -1, LYPLA1 counter -4 and Fam108B inh -1.
CCOC(=O)c1ccc(NS(=O)(=O)c2ccc3c(c2)NC(=O)CCS3)cc1 was read as pPAFAH inh 6, PAFAH1B3 inh 8, GSTO1 inh 12, PAD4 FP inh -3, PAFAH2 FP inh 6, PME-1 primary 2, PAFAH1B2 FP inh -2, LYPLA1 counter 1 and Fam108B inh -1.
`O=C(O)C1C(c2ccccc2)C(C(=O)N2CCOCC2)C1c1ccccc1` (centres undefined) gave pPAFAH inh 1, PAFAH1B3 inh 2, GSTO1 inh -4, PAD4 FP inh -2, PAFAH2 FP inh 4, PME-1 primary 0, PAFAH1B2 FP inh 3, LYPLA1 counter -3 and Fam108B inh -4.
For CCOC(=O)C1=C(C)Nc2nc(SCC)nn2C1c1ccc(OC)cc1 (centres undefined) the results were pPAFAH inh 2, PAFAH1B3 inh -4, GSTO1 inh 1, PAD4 FP inh -1, PAFAH2 FP inh 5, PME-1 primary 0, PAFAH1B2 FP inh -3, LYPLA1 counter -4 and Fam108B inh 0.
Screening COC(=O)c1ccc(/C=N/N2C(C)CCCC2C)cc1 (centres undefined) returned pPAFAH inh 2, PAFAH1B3 inh -3, GSTO1 inh -3, PAD4 FP inh 1, PAFAH2 FP inh 0, PME-1 primary 0, PAFAH1B2 FP inh -1, LYPLA1 counter -5 and Fam108B inh 4.
`CCCN(C(=O)CSc1nnc(-c2ccoc2C)n1N)C1CCS(=O)(=O)C1` (centres undefined) gave pPAFAH inh -2, PAFAH1B3 inh 11, GSTO1 inh -3, PAD4 FP inh -3, PAFAH2 FP inh -3, PME-1 primary -2, PAFAH1B2 FP inh 1, LYPLA1 counter 1 and Fam108B inh 1.
`CC(NC(=O)CN(C)Cc1nc2ccccc2c(=O)[nH]1)c1ccccc1` (centres undefined) gave pPAFAH inh 4, PAFAH1B3 inh 8, GSTO1 inh 3, PAD4 FP inh -4, PAFAH2 FP inh 4, PME-1 primary 16, PAFAH1B2 FP inh 1, LYPLA1 counter -1 and Fam108B inh 3.
For COc1ccc(OCC(O)CNS(=O)(=O)c2cccc(Cl)c2)cc1 (centres undefined) the results were pPAFAH inh 2, GSTO1 inh 10, PAD4 FP inh -2, PME-1 primary -5, LYPLA1 counter 0 and Fam108B inh -2.
COc1ccccc1NC(=O)Nc1ccc(-n2ccc(C(F)(F)F)n2)cc1 was read as pPAFAH inh -3, PAFAH1B3 inh 9, GSTO1 inh -21, PAD4 FP inh 0, PAFAH2 FP inh 5, PME-1 primary -12, PAFAH1B2 FP inh 0, LYPLA1 counter -19 and Fam108B inh -2.
`CN1C(=O)CSC1=Nc1cccc(C(=O)O)c1` gave pPAFAH inh 1, PAFAH1B3 inh 2, GSTO1 inh -4, PAD4 FP inh 3, PAFAH2 FP inh -2, PME-1 primary 2, PAFAH1B2 FP inh 2, LYPLA1 counter -1 and Fam108B inh -2.
`Cc1ccc(C)c(/C=C2\CCn3c2nc2cc(C(=O)O)ccc2c3=O)c1` gave pPAFAH inh 1, PAFAH1B3 inh 10, GSTO1 inh -2, PAD4 FP inh -4, PAFAH2 FP inh -1, PME-1 primary 5, PAFAH1B2 FP inh 0, LYPLA1 counter 0 and Fam108B inh 5.
Screening CN(C)CC/C=C1\c2ccccc2COc2ccccc21 returned pPAFAH inh 3, PAFAH1B3 inh 8, GSTO1 inh 2, PAD4 FP inh -3, PAFAH2 FP inh -8, PME-1 primary -2, PAFAH1B2 FP inh 3, LYPLA1 counter 0 and Fam108B inh 5.
Screening COc1c(O)cccc1[C@H](O)C1CCN(CCc2ccc(F)cc2)CC1 returned pPAFAH inh 9, PAFAH1B3 inh 4, GSTO1 inh -4, PAD4 FP inh -1, PAFAH2 FP inh 0, PME-1 primary 0, PAFAH1B2 FP inh 3, LYPLA1 counter 1 and Fam108B inh 4.

Compounds above that contain fluorine (two):
COc1ccccc1NC(=O)Nc1ccc(-n2ccc(C(F)(F)F)n2)cc1 was read as pPAFAH inh -3, PAFAH1B3 inh 9, GSTO1 inh -21, PAD4 FP inh 0, PAFAH2 FP inh 5, PME-1 primary -12, PAFAH1B2 FP inh 0, LYPLA1 counter -19 and Fam108B inh -2.
Screening COc1c(O)cccc1[C@H](O)C1CCN(CCc2ccc(F)cc2)CC1 returned pPAFAH inh 9, PAFAH1B3 inh 4, GSTO1 inh -4, PAD4 FP inh -1, PAFAH2 FP inh 0, PME-1 primary 0, PAFAH1B2 FP inh 3, LYPLA1 counter 1 and Fam108B inh 4.

Next results follow.
CCOc1ccccc1NC(=O)Nc1ccncc1 was read as pPAFAH inh -1, PAFAH1B3 inh 2, GSTO1 inh -2, PAD4 FP inh -6, PAFAH2 FP inh 1, PME-1 primary 0, PAFAH1B2 FP inh -1, LYPLA1 counter -1 and Fam108B inh 0.
`COc1cccc(/C=N/n2nnc3c(cnn3-c3ccccc3)c2=O)c1` gave pPAFAH inh 4, PAFAH1B3 inh -2, GSTO1 inh 7, PAD4 FP inh 4, PAFAH2 FP inh 11, PME-1 primary -2, PAFAH1B2 FP inh 4, LYPLA1 counter 2 and Fam108B inh -2.
COc1ccc([C@H]2/C=C\CN(S(C)(=O)=O)[C@@H](C)C(=O)N2Cc2ccc(F)cc2)cc1 was read as pPAFAH inh -1, PAFAH1B3 inh 3, GSTO1 inh 3, PAD4 FP inh 2, PAFAH2 FP inh 3, PME-1 primary -3, PAFAH1B2 FP inh 6, LYPLA1 counter -3 and Fam108B inh 0.
`COc1ccc(C(=O)SC2=NCCS2)cc1OC` gave pPAFAH inh 1, PAFAH1B3 inh -2, GSTO1 inh -1, PAD4 FP inh 2, PAFAH2 FP inh 3, PME-1 primary 0, PAFAH1B2 FP inh 2, LYPLA1 counter 3 and Fam108B inh 0.
For CC1CCc2c(sc(N)c2C(N)=O)C1 (centres undefined) the results were pPAFAH inh -1, PAFAH1B3 inh 0, GSTO1 inh 0, PAD4 FP inh -11, PAFAH2 FP inh 7, PME-1 primary -5, PAFAH1B2 FP inh 2, LYPLA1 counter -1 and Fam108B inh 2.
`CCOc1cc(/C=C2\NC(=O)NC2=O)ccc1OC(C)C(=O)O` (centres undefined) gave pPAFAH inh 0, PAFAH1B3 inh -1, GSTO1 inh 1, PAD4 FP inh -1, PAFAH2 FP inh 3, PME-1 primary -6, PAFAH1B2 FP inh 3, LYPLA1 counter -2 and Fam108B inh -9.
Screening CC1=C(C(=O)Nc2ccc(C)cc2C)C(c2cccc([N+](=O)[O-])c2)n2nc(C(=O)OC(C)C)nc2N1 (centres undefined) returned pPAFAH inh 1, PAFAH1B3 inh -7, GSTO1 inh 1, PAD4 FP inh 2, PAFAH2 FP inh 7, PME-1 primary -10, PAFAH1B2 FP inh 0, LYPLA1 counter -5 and Fam108B inh 4.
CCc1cc(C(=O)N/N=C/c2ccc(O)cc2O)c2ccccc2n1 was read as pPAFAH inh 9, PAFAH1B3 inh 9, GSTO1 inh -11, PAD4 FP inh 3, PAFAH2 FP inh 3, PME-1 primary 3, PAFAH1B2 FP inh 3, LYPLA1 counter -4 and Fam108B inh -1.
For CC1CN(c2ccc(S(=O)(=O)N3CCCC3)cn2)CC(C)O1 (centres undefined) the results were pPAFAH inh 2, PAFAH1B3 inh 0, GSTO1 inh 7, PAD4 FP inh -4, PAFAH2 FP inh -5, PME-1 primary 5, PAFAH1B2 FP inh 2, LYPLA1 counter 1 and Fam108B inh 2.
`Cc1ccccc1-c1noc(-c2ccccc2C(=O)N2CCCC2)n1` gave pPAFAH inh 3, PAFAH1B3 inh 3, GSTO1 inh 0, PAD4 FP inh -6, PAFAH2 FP inh 1, PME-1 primary -1, PAFAH1B2 FP inh -1, LYPLA1 counter 1 and Fam108B inh 1.
Screening CCc1ccccc1NC1c2ccccc2C(=O)N1Cc1ccco1 (centres undefined) returned pPAFAH inh 4, PAFAH1B3 inh -6, GSTO1 inh 1, PAD4 FP inh 1, PAFAH2 FP inh 6, PME-1 primary 3, PAFAH1B2 FP inh -1, LYPLA1 counter -3 and Fam108B inh -2.
O=C(O)C1CC=CCC1C(=O)NCc1ccccc1 (centres undefined) was read as pPAFAH inh -1, PAFAH1B3 inh 2, GSTO1 inh 9, PAD4 FP inh 1, PAFAH2 FP inh -7, PME-1 primary -5, PAFAH1B2 FP inh 3, LYPLA1 counter -1 and Fam108B inh 4.
For COc1ccc(-c2csc(Cc3nnc(N4CCOCC4)n3-c3ccccc3)n2)cc1 the results were pPAFAH inh 8, PAFAH1B3 inh 4, GSTO1 inh 1, PAD4 FP inh -2, PAFAH2 FP inh -5, PME-1 primary 0, PAFAH1B2 FP inh 3, LYPLA1 counter -3 and Fam108B inh -3.
For O=C(O)CCNC(=S)Nc1cccc(F)c1 the results were pPAFAH inh -3, PAFAH1B3 inh 5, GSTO1 inh 5, PAD4 FP inh -3, PAFAH2 FP inh 6, PME-1 primary 5, PAFAH1B2 FP inh 2, LYPLA1 counter 1 and Fam108B inh -2.
Screening O=C(COc1ccccc1)NCC(=O)N/N=C/c1cccs1 returned pPAFAH inh 1, PAFAH1B3 inh 7, GSTO1 inh 0, PAD4 FP inh 6, PAFAH2 FP inh 1, PME-1 primary -1, PAFAH1B2 FP inh 0, LYPLA1 counter 0 and Fam108B inh -1.
For O=C(Nc1ccccc1N1CCCC1)c1ccc(Cl)cc1Cl the results were pPAFAH inh 5, PAFAH1B3 inh 9, GSTO1 inh 5, PAD4 FP inh -2, PAFAH2 FP inh 9, PME-1 primary 1, PAFAH1B2 FP inh 2, LYPLA1 counter 0 and Fam108B inh 5.

Structures above that contain a thiophene ring, fused or not, in the order listed:
For CC1CCc2c(sc(N)c2C(N)=O)C1 (centres undefined) the results were pPAFAH inh -1, PAFAH1B3 inh 0, GSTO1 inh 0, PAD4 FP inh -11, PAFAH2 FP inh 7, PME-1 primary -5, PAFAH1B2 FP inh 2, LYPLA1 counter -1 and Fam108B inh 2.
Screening O=C(COc1ccccc1)NCC(=O)N/N=C/c1cccs1 returned pPAFAH inh 1, PAFAH1B3 inh 7, GSTO1 inh 0, PAD4 FP inh 6, PAFAH2 FP inh 1, PME-1 primary -1, PAFAH1B2 FP inh 0, LYPLA1 counter 0 and Fam108B inh -1.

High-throughput results (PubChem BioAssay)

A portion of the library, so the mix of outcomes need not match the whole.
